PvdQ acylase: P. aeruginosa PvdQ acylase inhibitors, primary screen, biochemical, fluorescence, plate reader and imaging, single point. PvdQ acylase [Pseudomonas aeruginosa LESB58]. actives 0.063% (n = 340,000). purified PvdQ acylase. inhibition, % at 10 µM; in the data active means inhibition above about 30%, passing the limit was not always enough;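 further: 0% = vehicle neutral wells and 100% = reference inhibitor wells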
DAGLB inh: DAGLB lipase inhibitors, primary screen, biochemical, fluorescence, HTS; Diacylglycerol lipase-beta (Homo sapiens), Q8NCG7; HEK293T DAGLB membrane lysate, EnzChek fluorogenic substrate; inhibition, % at 5.17 µM; actives 0.059% (n = 340,000); AID 504411, 2011; in the data active means inhibition above about 34%;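 further: 0% = enzyme with vehicle and 100% = wells lacking enzyme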
PKA-R2B act: activators of PKA-R2B holoenzyme, primary screen, biochemical, fluorescence polarization, Cy5-IP20, human | cAMP-dependent protein kinase catalytic subunit beta (Homo sapiens) + cAMP-dependent … | PKA-R2B holoenzyme dissociation; R2B truncated from residue 108, S112A mutant; 0% DMSO only, 100% 113 µM cGMP | activation, % at 11.4 µM | actives 0.079% (n = 340,000);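 active means activation above a cutoff set at the mean over all compounds plus 3 SD, cut at about 18% in these data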;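 further: higher means more holoenzyme dissociation and a rise in polarization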
Target sequence (P31323 whole entry, looked up, other chains not shown, the tested form may be a part): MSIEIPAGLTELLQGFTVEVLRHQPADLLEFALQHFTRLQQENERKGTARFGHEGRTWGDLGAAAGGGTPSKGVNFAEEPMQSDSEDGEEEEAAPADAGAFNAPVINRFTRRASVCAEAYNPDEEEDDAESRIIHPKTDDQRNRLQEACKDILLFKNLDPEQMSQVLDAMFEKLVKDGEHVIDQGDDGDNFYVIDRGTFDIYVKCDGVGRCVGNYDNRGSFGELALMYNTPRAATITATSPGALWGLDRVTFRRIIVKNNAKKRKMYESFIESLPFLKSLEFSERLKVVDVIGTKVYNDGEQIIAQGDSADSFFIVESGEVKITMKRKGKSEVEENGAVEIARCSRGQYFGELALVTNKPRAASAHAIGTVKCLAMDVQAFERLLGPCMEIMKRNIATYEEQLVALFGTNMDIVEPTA
Keap1-Nrf2 PPI: Keap1-Nrf2 protein-protein interaction inhibitors, primary screen, biochemical, fluorescence polarization, single point. Kelch-like ECH-associated protein 1 (Homo sapiens), Q14145. inhibition, % at 9.4 µM. actives 0.15% (n = 340,000). Keap1 Kelch-Nrf2 peptide fluorescence polarization, 1536-well; in the data active means inhibition above about 12%;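 further: human Keap1 Kelch domain with fluorescein labeled Nrf2 9mer peptide probe; 0% = neutral control wells and 100% = peptide positive control; higher means more block of Keap1 binding to Nrf2 peptide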
LANA DNA inh: inhibitors of KSHV C-LANA binding to DNA, primary screen, biochemical, fluorescence polarization, FAM-LBS DNA, MBP-C-LANA, single point | AID 504423, 2011 | Kaposi's sarcoma herpesvirus LANA C-terminal domain (residues 932-1162) DNA binding | inhibition, % at 9 µM | actives 0.078% (n = 340,000);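 active means highest replicate inhibition at or above 60% at 9 µM, even if other replicates fall short; inactive means all replicates below 60% inhibition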;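 further: 0% = neutral control wells and 100% = 4 µM acridine orange control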
Arrestin-AP2 inh: inhibitors of beta-arrestin/AP2 binding, primary screen, biochemical, GPCR trafficking, flow cytometry; inhibition, % at 10 µM; FITC-arrestin peptide / GST-AP2 beads; AP2 beta2 appendage carries R879A mutation; actives 0.31% (n = 340,000); AID 504490, 2011;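 active means inhibition above a set limit, near 3 SD of compounds lacking own fluorescence, cut at about 54% in these data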;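 further: plate controls were DMSO wells for no effect and 5 µM unlabelled arrestin peptide for full effect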
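system = GST-tagged AP2 beta2-adaptin appendage (R879A) on 4 µm glutathione beads | reagent = FITC-labelled arrestin peptide probe, 50 nM final | schedule = compound with beads 12 min RT, then probe 1 h RT | signal = HyperCyt-sampled flow cytometry, FL1 channel, ex 488/em 535 nm | read-out = percent response from loss of bead-bound FITC fluorescence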
NSD2 inh: NSD2 histone methyltransferase inhibitors, primary screen, biochemical, AlphaScreen, single concentration, set 2 | inhibition, % at 12.5 µM | NSD2 peptide methylation, 120 min | actives 0.54% (n = 310,000); in the data active means inhibition above about 50%
SR-BI DiI inh: inhibitors of SR-BI mediated HDL lipid uptake, primary screen, ldlA[mSR-BI] cells, fluorescence, single point | Scavenger receptor class B member 1 (Mus musculus), Q61009 | ldlA[mSR-BI] CHO cells, DiI-HDL uptake fluorescence, 3 h | AID 488896, 2010 | actives 0.96% (n = 320,000) | inhibition, % at 12.5 µM;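 active means mean replicate inhibition of at least 70% and a set share of replicates each scoring 70 or more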;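 further: 0% = median of neutral control wells and 100% = median of positive control wells; values of inactives mirror those of a sister screen read the other way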
Target sequence (Q61009 whole entry, looked up): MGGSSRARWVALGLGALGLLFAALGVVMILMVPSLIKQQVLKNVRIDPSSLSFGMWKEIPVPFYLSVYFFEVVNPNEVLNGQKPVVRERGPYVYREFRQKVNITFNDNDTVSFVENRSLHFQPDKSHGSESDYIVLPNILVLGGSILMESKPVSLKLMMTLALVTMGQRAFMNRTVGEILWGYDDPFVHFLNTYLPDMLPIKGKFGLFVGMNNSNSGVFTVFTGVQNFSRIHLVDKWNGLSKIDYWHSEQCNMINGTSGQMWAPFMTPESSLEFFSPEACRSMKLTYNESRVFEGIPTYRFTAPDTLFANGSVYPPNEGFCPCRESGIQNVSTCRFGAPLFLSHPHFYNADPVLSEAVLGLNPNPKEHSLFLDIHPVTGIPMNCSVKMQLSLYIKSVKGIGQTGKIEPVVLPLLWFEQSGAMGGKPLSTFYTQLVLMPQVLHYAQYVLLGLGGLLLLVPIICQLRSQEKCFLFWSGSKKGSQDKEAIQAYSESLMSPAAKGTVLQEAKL
Cardiac RTF inh: cardiac RTF calcium sensitivity inhibitors, primary screen, biochemical, IANBD-TnC fluorescence, EC70 calcium | Troponin I, cardiac muscle (Homo sapiens) + Troponin T, cardiac muscle (Homo sapiens) + … | IANBD-labeled cardiac RTF, Ca2+ fluorescence | inhibition, % at 7.15 µM | actives 0.12% (n = 340,000) | AID 493244, 2011;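 active means inhibition above the mean inhibition of all tested compounds plus 3 SD, cut at about 17% in these data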;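 further: assay run at fixed EC70 calcium of 1.6 mM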
SR-BI uptake up: activators of SR-BI mediated DiI-HDL uptake, primary screen, ldlA[mSR-BI] CHO cells, DiI fluorescence; 3 h; 100 = double the neutral-control signal; activation, % at 12.5 µM; actives 0.096% (n = 320,000);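 active means mean replicate activation of at least 60% and every replicate at or above 60%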;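 further: 0% = median plate neutral-control signal and 100% = twice that signal; values of inactives mirror those of a sister screen read the other way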
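material = CHO ldlA[mSR-BI] cells | medium = Ham's F12 with 0.5% BSA, HEPES 25 mM, pH 7.4 | reagent = fluorescent DiI-HDL, 10 µg/mL final | compound dosing = single-point compound dose | incubation = 3 h, 37 °C | measured by = bottom-read fluorescence, 550/595 nm | measure = HDL uptake via cellular fluorescence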
* hit, by the source's call.

Results for O=C(COC(=O)CCC(=O)Nc1nccs1)NCc1ccco1 ?
PvdQ acylase: 10; DAGLB inh: -2; PKA-R2B act: 2; Keap1-Nrf2 PPI: -1; LANA DNA inh: 2.0; Arrestin-AP2 inh: -7; NSD2 inh: -1; SR-BI DiI inh: -45; Cardiac RTF inh: -3; SR-BI uptake up: 45

Results for CCOc1cccc(-c2nn3c(-c4cc(C)[nH]n4)nnc3s2)c1 ?
PvdQ acylase: -8; DAGLB inh: -1; PKA-R2B act: 9; Keap1-Nrf2 PPI: -5; LANA DNA inh: -1.3; Arrestin-AP2 inh: -7; NSD2 inh: 1; SR-BI DiI inh: 4; Cardiac RTF inh: -10; SR-BI uptake up: -4

Results for COc1cc(CN2CCN(c3cccc(C)c3C)CC2)cc(OC)c1O ?
PvdQ acylase: -11; DAGLB inh: 0; PKA-R2B act: 0; Keap1-Nrf2 PPI: -5; LANA DNA inh: 1.4; Arrestin-AP2 inh: 0; NSD2 inh: 5; SR-BI DiI inh: -4; Cardiac RTF inh: -4; SR-BI uptake up: 4

How did CCS(=O)(=O)c1ccc2oc(Nc3ccccc3C)nc2c1 do in these assays?
PvdQ acylase: -5; DAGLB inh: -1; PKA-R2B act: 7; Keap1-Nrf2 PPI: 0; LANA DNA inh: -2.3; Arrestin-AP2 inh: -1; NSD2 inh: -1; SR-BI DiI inh: 2; Cardiac RTF inh: 0; SR-BI uptake up: -2

How did O=C(NC(=S)N1CCN(c2ccc([N+](=O)[O-])cc2)CC1)c1ccccc1Cl do in these assays?
PvdQ acylase: -2; DAGLB inh: -2; PKA-R2B act: -1; Keap1-Nrf2 PPI: -1; LANA DNA inh: 0.8; Arrestin-AP2 inh: 19; NSD2 inh: 4; SR-BI DiI inh: -14; Cardiac RTF inh: 2; SR-BI uptake up: 14

What do the screens show for `Cn1cc(S(=O)(=O)CC(=O)Nc2ccc3c(c2)OCCO3)c2ccccc21`?
PvdQ acylase: 0; DAGLB inh: 0; PKA-R2B act: -4; Keap1-Nrf2 PPI: 0; LANA DNA inh: 1.3; Arrestin-AP2 inh: -4; NSD2 inh: 1; SR-BI DiI inh: 16; Cardiac RTF inh: 11; SR-BI uptake up: -16

Results for CN(C)S(=O)(=O)c1cccc(COC(=O)c2cccnc2Cl)c1 ?
PvdQ acylase: -17; DAGLB inh: -4; PKA-R2B act: 3; Keap1-Nrf2 PPI: -2; LANA DNA inh: 0.0; Arrestin-AP2 inh: -1; NSD2 inh: -4; SR-BI DiI inh: 0; Cardiac RTF inh: -6; SR-BI uptake up: 0

What do the screens show for `CCN(CC)/C(=N\S(=O)(=O)c1ccccc1C)c1ccccc1`?
PvdQ acylase: -15; DAGLB inh: -3; PKA-R2B act: -2; Keap1-Nrf2 PPI: -2; LANA DNA inh: -0.4; Arrestin-AP2 inh: -10; NSD2 inh: 1; SR-BI DiI inh: -1; Cardiac RTF inh: -1; SR-BI uptake up: 1

Results for CCO[C@H]1OC(C(=O)NC2CC2)=C[C@@H](c2c[nH]c3ccccc23)[C@@H]1CCCO ?
PvdQ acylase: -19; DAGLB inh: 2; PKA-R2B act: 11; Keap1-Nrf2 PPI: -4; LANA DNA inh: 0.0; Arrestin-AP2 inh: 1; SR-BI DiI inh: -4; Cardiac RTF inh: 7; SR-BI uptake up: 4

How did CCCCC(=O)NCCNc1nc2c(c(=O)n(C)c(=O)n2C)n1Cc1ccccc1 do in these assays?
PvdQ acylase: 3; DAGLB inh: 2; PKA-R2B act: 8; Keap1-Nrf2 PPI: -2; LANA DNA inh: -1.8; Arrestin-AP2 inh: 16; NSD2 inh: 0; SR-BI DiI inh: -12; Cardiac RTF inh: 11; SR-BI uptake up: 12

What do the screens show for `CC(NC(=O)c1cc(F)c(F)cc1Cl)c1ccncc1` (stereo not drawn)?
PvdQ acylase: -4; DAGLB inh: 0; PKA-R2B act: 2; Keap1-Nrf2 PPI: -1; LANA DNA inh: 1.8; Arrestin-AP2 inh: 26; NSD2 inh: -3; SR-BI DiI inh: -3; Cardiac RTF inh: -2; SR-BI uptake up: 3

What do the screens show for `CN(C)c1cccc2c(S(=O)(=O)N3CCCC3)cccc12`?
PvdQ acylase: -12; DAGLB inh: -4; PKA-R2B act: -1; Keap1-Nrf2 PPI: -3; LANA DNA inh: -0.6; Arrestin-AP2 inh: 9; NSD2 inh: -20; SR-BI DiI inh: 11; Cardiac RTF inh: -5; SR-BI uptake up: -11

What do the screens show for `CCOC(=O)c1ccc(Oc2nc(NC(C)(C)C)nc(N(C)C)n2)cc1`?
PvdQ acylase: -9; DAGLB inh: -17; PKA-R2B act: 1; Keap1-Nrf2 PPI: -3; LANA DNA inh: 0.6; Arrestin-AP2 inh: -25; NSD2 inh: -3; SR-BI DiI inh: 31; Cardiac RTF inh: -2; SR-BI uptake up: -31

Results for O=C(NC1=NCCS1)c1sc2cc(F)ccc2c1Cl ?
PvdQ acylase: -1; DAGLB inh: 1; PKA-R2B act: -18; Keap1-Nrf2 PPI: -2; LANA DNA inh: 0.9; Arrestin-AP2 inh: 3; NSD2 inh: 1; SR-BI DiI inh: 5; Cardiac RTF inh: 2; SR-BI uptake up: -5

How did O=C(N/N=C/c1c[nH]c2ccccc12)c1[nH]c2ccc(Br)cc2c1-c1ccccc1 do in these assays?
PvdQ acylase: 4; DAGLB inh: -5; PKA-R2B act: -3; Keap1-Nrf2 PPI: 4; LANA DNA inh: 0.7; Arrestin-AP2 inh: 32; NSD2 inh: -4; SR-BI DiI inh: 2; Cardiac RTF inh: 4; SR-BI uptake up: -2

What do the screens show for `Cc1cc(=O)n(C)c2ccc(S(=O)(=O)N3CCOCC3)cc12`?
PvdQ acylase: -8; DAGLB inh: 1; PKA-R2B act: 1; Keap1-Nrf2 PPI: 1; LANA DNA inh: -0.8; Arrestin-AP2 inh: 7; NSD2 inh: 0; SR-BI DiI inh: -41; Cardiac RTF inh: -2; SR-BI uptake up: 41

Results for COc1ccccc1NC(=O)c1sc2ncn(CC(=O)N3CCC(C)CC3)c(=O)c2c1C ?
PvdQ acylase: -11; DAGLB inh: -1; PKA-R2B act: 4; Keap1-Nrf2 PPI: -3; LANA DNA inh: -0.1; Arrestin-AP2 inh: -6; NSD2 inh: -1; SR-BI DiI inh: 5; Cardiac RTF inh: -4; SR-BI uptake up: -5

How did CC[C@]12c3[nH]c4cc(CCC(=O)N(C)C)ccc4c3CCN1C(=O)[C@@H](CC(=O)NCCc1ccccn1)C[C@@H]2C(=O)N1CCN(C(=O)C2CC2)CC1 do in these assays?
PvdQ acylase: -10; DAGLB inh: -4; PKA-R2B act: 3; Keap1-Nrf2 PPI: -4; LANA DNA inh: -2.3; Arrestin-AP2 inh: 12; SR-BI DiI inh: -3; Cardiac RTF inh: -7; SR-BI uptake up: 3

What do the screens show for `CC(C)C[C@H]1CNC(=S)N1CC1CCN(CC2CCC(C(C)(C)C)CC2)CC1` (stereo partly drawn)?
PvdQ acylase: -4; DAGLB inh: -1; PKA-R2B act: -9; Keap1-Nrf2 PPI: -3; LANA DNA inh: -2.9; Arrestin-AP2 inh: 0; SR-BI DiI inh: 48; Cardiac RTF inh: -2; SR-BI uptake up: -48

How did Cc1nc(COC(=O)c2ccc(S(=O)(=O)N3CCCC3)cc2)cs1 do in these assays?
PvdQ acylase: -11; DAGLB inh: -1; PKA-R2B act: 1; Keap1-Nrf2 PPI: 6; LANA DNA inh: 0.6; Arrestin-AP2 inh: 0; NSD2 inh: -1; SR-BI DiI inh: -8; Cardiac RTF inh: -8; SR-BI uptake up: 8

What do the screens show for `C[C@@H](NC(=O)Cn1cnc2c(OCc3ccccc3)ncnc21)c1cccc2ccccc12`?
PvdQ acylase: -4; DAGLB inh: -2; PKA-R2B act: 3; Keap1-Nrf2 PPI: 1; LANA DNA inh: -2.9; Arrestin-AP2 inh: 5; SR-BI DiI inh: 17; Cardiac RTF inh: -3; SR-BI uptake up: -17

How did Fc1ccc(OCCOCCOc2cccc3[nH]ccc23)cc1 do in these assays?
PvdQ acylase: 6; DAGLB inh: 0; PKA-R2B act: -11; Keap1-Nrf2 PPI: 2; LANA DNA inh: 1.7; Arrestin-AP2 inh: 35; NSD2 inh: -2; SR-BI DiI inh: -5; Cardiac RTF inh: 2; SR-BI uptake up: 5

How did CCOC(=O)c1cnc(-c2ccccc2)nc1N(C)C do in these assays?
PvdQ acylase: 6; DAGLB inh: -3; PKA-R2B act: 0; Keap1-Nrf2 PPI: 0; LANA DNA inh: 2.0; Arrestin-AP2 inh: 6; SR-BI DiI inh: 30; Cardiac RTF inh: -3; SR-BI uptake up: -30

Results for CCOc1ccccc1N1CCN(C(=O)c2cc3cc(OC)ccc3[nH]2)CC1 ?
PvdQ acylase: 2; DAGLB inh: 0; PKA-R2B act: 1; Keap1-Nrf2 PPI: 3; LANA DNA inh: -1.7; Arrestin-AP2 inh: 23; NSD2 inh: 4; SR-BI DiI inh: 7; Cardiac RTF inh: 7; SR-BI uptake up: -7

How did CN(c1ncnc(N)c1[N+](=O)[O-])C1CCS(=O)(=O)C1 (stereo not drawn) do in these assays?
PvdQ acylase: 3; DAGLB inh: 0; PKA-R2B act: -9; Keap1-Nrf2 PPI: 0; LANA DNA inh: -1.3; Arrestin-AP2 inh: 8; NSD2 inh: -3; SR-BI DiI inh: -10; Cardiac RTF inh: 1; SR-BI uptake up: 10

Random excerpt: 2 compounds from above, in no set order.
How did CN(c1ncnc(N)c1[N+](=O)[O-])C1CCS(=O)(=O)C1 (stereo not drawn) do in these assays?
PvdQ acylase: 3; DAGLB inh: 0; PKA-R2B act: -9; Keap1-Nrf2 PPI: 0; LANA DNA inh: -1.3; Arrestin-AP2 inh: 8; NSD2 inh: -3; SR-BI DiI inh: -10; Cardiac RTF inh: 1; SR-BI uptake up: 10

How did CCOC(=O)c1cnc(-c2ccccc2)nc1N(C)C do in these assays?
PvdQ acylase: 6; DAGLB inh: -3; PKA-R2B act: 0; Keap1-Nrf2 PPI: 0; LANA DNA inh: 2.0; Arrestin-AP2 inh: 6; SR-BI DiI inh: 30; Cardiac RTF inh: -3; SR-BI uptake up: -30
